PI4K2A block: inhibitors of human PI4K2A; Q9BTU6; AID 1346378; activity change, negative = inhibition, % at 76.9 µM; hit rate 0.13% among 420,000; purified PI4K2A, ADP-Glo luminescence, 1 h; hits give low values; in the data active = activity change below about -50%; inconclusive = mostly about -30% to -49%;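 also: -100% = wells without enzyme as full effect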
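In this quantitative HTS, ADP production by PI4K2A was quantified luminescently after 1 h at ambient temperature; 100 microM adenosine served as plate-quality control.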
GLS inhibitor: blocks human kidney-isoform glutaminase activity | GLS enzymatic activity, qHTS titration | Potency, µM (titrated, usually from 45.5 µM), without a hit: at the top dose activity change, negative = inhibition, actives largely listed as inhibitors | hit rate 0.21% among 410,000; also: potency is read from the fitted curve at half-maximal effect; % is scaled to controls: 0 for no effect and ±100 for the full control effect
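Enzyme dispensed in phosphate buffer (45 mM, pH 8.2, 0.02% Tween-20), compounds pinned in, then 1 mM L-glutamine solution and the glutamate oxidase–HRP–Amplex Red mix added; fluorescence read immediately and again after 30 min at room temperature.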
Tb PGK inh: blocks T. brucei phosphoglycerate kinase; PGK/GAPDH coupled, Kinase-Glo luminescence, 60 min; AID 602233; Potency, µM (top dose mostly 57.5 µM), without a hit: top-dose activity change, negative = inhibition, most hits filed as inhibitors; P07378; hit rate 0.043% among 380,000; also: potency is read from the fitted curve at half-maximal effect; % is scaled to controls: 0 for no effect and ±100 for the full control effect; nearly all actives have a fitted effect of over 60% in size
Target sequence (P07378 whole entry, looked up): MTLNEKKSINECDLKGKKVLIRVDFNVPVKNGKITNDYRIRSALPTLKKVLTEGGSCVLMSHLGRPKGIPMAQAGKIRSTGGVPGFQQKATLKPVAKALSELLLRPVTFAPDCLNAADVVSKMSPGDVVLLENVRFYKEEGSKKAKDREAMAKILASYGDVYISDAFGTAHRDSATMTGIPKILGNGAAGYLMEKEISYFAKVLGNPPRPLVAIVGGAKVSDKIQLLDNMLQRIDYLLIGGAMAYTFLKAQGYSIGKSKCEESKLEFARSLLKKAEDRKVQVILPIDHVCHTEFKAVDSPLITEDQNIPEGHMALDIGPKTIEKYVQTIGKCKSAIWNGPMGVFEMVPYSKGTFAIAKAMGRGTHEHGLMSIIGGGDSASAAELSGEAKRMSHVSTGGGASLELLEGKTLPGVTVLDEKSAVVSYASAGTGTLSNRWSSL
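Recombinant glycosomal PGK reaction used 1,3-bisphosphoglycerate generated in-well by GAPDH (100nM final) in 100mM TEA pH 7.6, 5mM MgCl2, 0.01% Tween-20. After 60 minutes at room temperature, ATP was read by Kinase-Glo Plus luminescence end-point.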
USP1 inh: blocks the human USP1/UAF1 deubiquitinase complex; O94782; recombinant USP1/UAF1, Ub-Rhodamine cleavage fluorescence; Potency, µM (highest dose often 57.1 µM), without a hit: at the highest dose activity change, negative = inhibition, hits mostly inhibitors; hit rate 0.23% among 390,000; AID 743255; also: potency is read from the fitted curve at half-maximal effect; % is scaled to controls: 0 for no effect and ±100 for the full control effect; nearly all actives have a fitted effect of over 60% in size; inactives centre near -12
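USP1/UAF1 complex at 1 nM was preincubated with compound for 15 min at room temperature, then Ub-Rho substrate (150nM final) was added. Fluorescence (480/540 nm) was read kinetically, 6 reads every 60 seconds.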
Pin1 inh: inhibitors of human Pin1 | Pin1 FP peptide displacement, HiFluor488, 10 min | AID 504891 | hit rate 0.009% among 390,000 | Potency, µM (series often up to 115 µM), without a hit: at the highest dose activity, negative = inhibition, most hits filed as inhibitors | Q13526; active = well fitted inhibition curve with a large enough effect in the polarisation, with a control signal flat, not every such curve was filed as active; inconclusive = small, poorly fitted or top-dose-only effect, or effect the other way, or a change in a side signal; inactive = no such curve, though single readings can be large or run the other way; the % refers to the polarisation; also: potency is read from the fitted curve at half-maximal effect; % is scaled to controls: 0 for no effect and ±100 for the full control effect
Target sequence (Q13526 whole entry, looked up): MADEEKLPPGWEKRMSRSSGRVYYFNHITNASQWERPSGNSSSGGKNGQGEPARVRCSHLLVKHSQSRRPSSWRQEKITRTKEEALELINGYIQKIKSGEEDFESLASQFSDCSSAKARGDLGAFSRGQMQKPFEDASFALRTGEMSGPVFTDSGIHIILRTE
IDH1 R132H inh: blocks human mutant IDH1 R132H enzyme | O75874 | IDH1-R132H enzyme, NADPH consumption, diaphorase/resazurin fluorescence | Potency, µM (series often up to 76.6 µM), for the others: top-dose activity change, negative = inhibition, usual class: inhibitors | hit rate 0.093% among 390,000 | AID 602179; also: potency is read from the fitted curve at half-maximal effect; % is scaled to controls: 0 for no effect and ±100 for the full control effect; nearly all actives have a fitted effect of over 65% in size
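IDH1-R132H (0.5 ug/mL) preincubated 30 min with compound, then NADPH (0.016 mM) and alpha-KG (2 mM) added; 80 min at RT, pH 7.5. Remaining NADPH coupled via diaphorase/resazurin to fluorescence (540/590 nm); concentration-response curves normalized to no-enzyme control.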
TrxR1 substrate: rat thioredoxin reductase 1 substrate activity | O89049 | purified TrxR1 substrate turnover, NADPH consumption readout | Potency, µM (top dose mostly 114 µM), without a hit: at the top dose activity change, negative = substrate turnover | hit rate 0.01% among 390,000 | AID 588456; also: potency is read from the fitted curve at half-maximal effect; % is scaled to controls: 0 for no effect and ±100 for the full control effect; nearly all actives have a fitted effect of over 50% in size
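Rat TrxR1, dispensed at 90 nM, was prereduced with 400 uM NADPH (final) for 5 min at ~22 deg C, then incubated with compound 15 min before 400 uM selenite. A first-read NADPH fluorescence drop versus no-compound background flagged substrates.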
HP1b binding inh: HP1-beta chromodomain-methylated histone interaction inhibition; AID 540317; AlphaScreen HP1-beta / biotin-H3K9me3 peptide binding; hit rate 0.56% among 390,000; Potency, µM (doses to about 114 µM), inactives show at the highest dose activity change, negative = inhibition, actives largely listed as inhibitors; also: potency is read from the fitted curve at half-maximal effect; nearly all actives have a fitted effect of over 70% in size; inactives centre near 23
Target sequence (P83916 whole entry, looked up): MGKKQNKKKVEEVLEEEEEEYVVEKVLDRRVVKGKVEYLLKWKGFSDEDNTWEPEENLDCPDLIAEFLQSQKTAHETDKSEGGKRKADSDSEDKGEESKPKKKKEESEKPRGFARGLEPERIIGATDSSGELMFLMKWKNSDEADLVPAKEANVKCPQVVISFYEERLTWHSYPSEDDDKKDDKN
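AlphaScreen: HP1-beta (50 nM) preformed 30 min with biotin-H3(1-18)K9me3 peptide (50 nM) in PBS pH 7.4, 0.01% Tween-20. Compound added for 30 min at RT, then streptavidin donor/nickel chelate acceptor beads (10 ug/mL) for 30 min.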
TrxR1 inh: rat TrxR1 inhibition. Potency, µM (highest dose often 114 µM), inactives show at the top dose activity change, negative = inhibition, hits mostly inhibitors. recombinant rTrxR1, NADPH fluorescence consumption, selenite substrate. hit rate 1% among 390,000. O89049; also: potency is read from the fitted curve at half-maximal effect; % is scaled to controls: 0 for no effect and ±100 for the full control effect; nearly all actives have a fitted effect of over 65% in size
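Rat TrxR1 (90 nM in the dispensed reagent) was pre-reduced with 400 uM NADPH for 5 min at room temperature, then incubated with compound for 15 min. After 400 uM selenite was added, NADPH fluorescence (Ex 340/Em 450 nm) was followed for 8 min.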
* hit, by the source's call; i = inactive; ? = inconclusive; · = no result given; & = joins results of further samples; [ ] = remark or other dose. Unless noted, calls follow the shape of the dose curve; as a rule, active = well fitted curve in the direction sought with a large enough effect; inconclusive = small, poorly fitted or top-dose-only effect, or another doubt; inactive = no such curve, though single readings can be large; an effect the other way counts as inactive or inconclusive. A portion of the library. The share of hits here may be higher or lower than overall.

1) CC(C)(C)NC(=O)NC(=O)COC(=O)CNS(=O)(=O)/C=C/c1ccccc1
2) Cc1cccc(C)c1NC(=O)CNC(=O)C(C)N1CCN(c2cccc(Cl)c2)CC1 (configuration not stated)
3) Cc1ccccc1NCc1nc2ccccc2n1C
4) CCOC(=O)c1ccc(N2C(=O)CC(Sc3ncccn3)C2=O)cc1 (configuration not stated)
5) O=S(=O)(c1ccccc1)N1CCN(Cc2ccccc2)CC1
6) CCN(CC)S(=O)(=O)c1ccc(NC(=O)[C@H](CCSC)N2Cc3ccccc3C2=O)cc1

compound no.,1,2,3,4,5,6
PI4K2A block,3,1,-4,0,4,6
GLS inhibitor,4%,3%,16%,-5%,16%,-5%
Tb PGK inh,-4%,-2%,-11%,-7%,2%,-2%
USP1 inh,-25%,-7%,-2%,-10%,-10%,-31%
Pin1 inh,-2%,-3%,1%,1%,-3%&-2%,3%
IDH1 R132H inh,1%,5%,-7%,-7%,0%,8%
TrxR1 substrate,10%,-8%,-6%,-4%,8%&-10%,-3%
HP1b binding inh,44%[activator],38%,38%,47%[activator],24%&30%,15%
TrxR1 inh,25%,-4%,-4%,-6%,?,13%

7) COc1ccc(C2C(C#N)=C(N)N(c3ncn[nH]3)C3=C2C(=O)CCC3)cc1 (configuration not stated)
8) C[C@@H]1NC(=O)[C@@]2(C)[C@@H](c3ccccc3)[C@H]3COc4ccc(Cl)cc4[C@@H]3N2C1=O
9) CCOc1cc(C(C#N)N2CCOCC2)ccc1OC (configuration not stated)
10) CC(=O)OCC(NC(=O)C(Cc1ccccc1)NC(=O)OC(C)(C)C)C1OC(n2cc(F)c(=O)[nH]c2=O)C(OC(C)=O)C1OC(C)=O (configuration not stated)
11) CC(=O)Nc1ccc(S(=O)(=O)N2CCOCC2)cc1
12) CCN1CCN(Cc2ccc(NC(=O)c3cc(NC(=O)C(=O)c4c[nH]c5ccccc45)cc(OC)c3)cc2C(F)(F)F)CC1

compound no.,7,8,9,10,11,12
PI4K2A block,-3,-1,-1,·,-2,3&1
GLS inhibitor,5%,3%,11%,·,-8%,1%&-5%
Tb PGK inh,3%,-7%,i,·,-5%,-3%&-12%
USP1 inh,-1%,?,-6%,·,-9%,-32%&-30%
Pin1 inh,1%,-12%,2%,0%,-8%,15%
IDH1 R132H inh,4%,-1%,2%,·,0%,-10%
TrxR1 substrate,-3%,6%,-14%,2%,4%,-12%
HP1b binding inh,-5%,24%,28%,31%,35%,?
TrxR1 inh,15%[57.1 µM],9%,-15%,3%,12%,-15%

13) c1ccc2c(c1)Cn1nnnc1-2
14) CN1CCC(N(C)C(=O)/C(C#N)=C\c2ccc(OC(F)F)cc2)CC1
15) COc1ccc(/C=N/NC(=O)c2ccc(NC(=O)c3cccc([N+](=O)[O-])c3)cc2)c(C(=O)O)c1OC
16) O=C(CSc1nnc(COc2ccccc2Cl)o1)NC(=O)NCc1ccco1
17) CCCCC(O)(c1ccc(CC)cc1)C(CN1CCOCC1)c1ccccc1 (configuration not stated)
18) O/N=C/c1cc(Br)ccc1OCc1cccc(F)c1

compound no.,13,14,15,16,17,18
PI4K2A block,-1,10,0,-6,5,0
GLS inhibitor,-4%,?,15%,134%[activator],-8%,8%
Tb PGK inh,-9%,-1%,-2%,-11%,-1%,0%
USP1 inh,-1%,-8%,-2%,3%,-22%,-9%
Pin1 inh,1%,-1%,?,?,-3%,5%
IDH1 R132H inh,0%,0%,3%,-2%,0%,4%
TrxR1 substrate,10%[57.1 µM],-3%,-11%[57.1 µM],1%,-1%,-9%
HP1b binding inh,19%,0%,16%,?,52%[activator],78%[activator]
TrxR1 inh,7%,-9%,-35%[57.1 µM],-12%,6%,-7%

Compound profiles, as listed above. Order of screens: PI4K2A block	GLS inhibitor	Tb PGK inh	USP1 inh	Pin1 inh	IDH1 R132H inh	TrxR1 substrate	HP1b binding inh	TrxR1 inh
Shown for `O=C(CSc1nnc(COc2ccccc2Cl)o1)NC(=O)NCc1ccco1` = -6	134%[activator]	-11%	3%	?	-2%	1%	?	-12%
Shown for `c1ccc2c(c1)Cn1nnnc1-2` = -1	-4%	-9%	-1%	1%	0%	10%[57.1 µM]	19%	7%
Shown for `O/N=C/c1cc(Br)ccc1OCc1cccc(F)c1` = 0	8%	0%	-9%	5%	4%	-9%	78%[activator]	-7%
Shown for `CN1CCC(N(C)C(=O)/C(C#N)=C\c2ccc(OC(F)F)cc2)CC1` = 10	?	-1%	-8%	-1%	0%	-3%	0%	-9%
Shown for `CCCCC(O)(c1ccc(CC)cc1)C(CN1CCOCC1)c1ccccc1` (configuration not stated) = 5	-8%	-1%	-22%	-3%	0%	-1%	52%[activator]	6%

Next part
19) CCCNC(=O)N1CCCC(C(=O)c2cccc(Cl)c2)C1 (configuration not stated)
20) Cc1ccc(NC(=S)N(CCCN2CCC(C)CC2)Cc2ccco2)cc1
21) CCCCC(CC)COC(=O)C(C#N)=C(c1ccccc1)c1ccccc1 (configuration not stated)
22) O=C(COC(=O)c1cc(Cl)ccc1O)NCC1CCCO1 (configuration not stated)
23) O=S(=O)(NCC(c1ccccc1)N1CCNCC1)c1ccc(Cl)cc1 (configuration not stated)
24) CC(=O)Nc1cc(C(=O)NCc2ccccc2Cl)ccc1Sc1ccc(F)cc1

compound no.,19,20,21,22,23,24
PI4K2A block,1,0,4&0,0,-1,-1
GLS inhibitor,2%,1%,-13%&-12%,-13%,-6%,0%
Tb PGK inh,0%,i,i,-2%,7%,-1%
USP1 inh,0%,0%,-21%,-11%,-20%,-6%
Pin1 inh,-11%,-6%,-3%,-8%,3%,1%
IDH1 R132H inh,4%,3%,9%,-10%,4%,-2%
TrxR1 substrate,5%[0.0914 µM],-7%,1%,2%[57.1 µM],5%[0.457 µM],12%[57.1 µM]
HP1b binding inh,27%,-3%,64%[activator],37%,3%,38%
TrxR1 inh,12%[57.1 µM],13%[57.1 µM],44%[activator],5%[57.1 µM],?,33%[57.1 µM]

25) CN(CC(=O)Nc1cccc(F)c1)C(=O)C1CCN(C(=O)c2ccc(Cl)cc2)CC1
26) COc1cc(S(=O)(=O)n2ccc(C)n2)ccc1Cl
27) CC1CCCCC12NC(=O)N(CC(=O)NCCc1ccc(F)cc1)C2=O (configuration not stated)
28) Cc1nn(-c2ccccc2)c(C)c1NC(=O)COc1ccccc1C#N
29) O=C(CSc1nnc(-c2cccs2)o1)OC1CCCCC1
30) CCOC(=O)C(=O)Nc1nnc2n1CCS2

compound no.,25,26,27,28,29,30
PI4K2A block,0,-5,7,-3,-2,-5
GLS inhibitor,-3%,4%,-5%,-8%,-4%,3%
Tb PGK inh,-6%,-4%,-8%,-1%,-10%[11.5 µM],i
USP1 inh,-2%,-16%,-10%,-22%,8%,29%
Pin1 inh,1%,-5%,1%,·,1%,-2%
IDH1 R132H inh,-1%,-4%,-9%,2%,3%,-15%
TrxR1 substrate,4%,-5%,-2%,·,-5%,-3%[57.1 µM]
HP1b binding inh,5%,29%,26%,·,83%[activator],-8%[57 µM]
TrxR1 inh,17%,7%,10%,·,-10%,17%[57.1 µM]

31) CC(Nc1ccc(S(=O)(=O)N2CCN(C)CC2)cc1[N+](=O)[O-])c1ccccc1 (configuration not stated)
32) COCC(C)n1c(SCc2cc(=O)n3cc(C)ccc3n2)nc2ccccc2c1=O (configuration not stated)
33) COC(=O)C(C)N(C#N)c1nc(C)nc(C)n1 (configuration not stated)
34) Cc1cccc(NC(=S)NC2CCCCCC2)c1C
35) COc1ccc(NC(=O)CSc2ccc3c(c2)OCCO3)cc1
36) S=C(NCCN1CCOCC1)Nc1ccc(Br)cc1

compound no.,31,32,33,34,35,36
PI4K2A block,-1,4,8,-5,-1,1
GLS inhibitor,7%,-8%,?,4%,-1%,-2%
Tb PGK inh,3%,i,-1%,-1%,-7%,-2%
USP1 inh,-22%,-5%,-2%,0%,10%,1%
Pin1 inh,-5%,-1%,-1%,-2%,-1%,-4%
IDH1 R132H inh,5%,6%,1%,0%,11%,1%
TrxR1 substrate,1%,7%[57.1 µM],4%,-9%,6%[57.1 µM],-12%
HP1b binding inh,-28%,32%[activator],8%,?,13%[57 µM],15%
TrxR1 inh,-27%,9%,24%,-13%,33%[57.1 µM],-12%

37) CCCN(CCC)c1nc(N)nc(C#N)n1
38) O=C(Cn1c2ccc(F)cc2c2nc3n(c(=O)c21)CCS3)NC1CCCC1
39) CCN(CC)CCNC(=O)Cc1c(C(=O)O)n(C)c2ccccc12
40) O=C(NCCCN1CCN(c2ccccc2F)CC1)Nc1ccc(F)cc1

compound no.,37,38,39,40
PI4K2A block,·,-8,10,-12
GLS inhibitor,·,4%,8%,11%
Tb PGK inh,·,-4%,0%,2%
USP1 inh,·,2%,-18%,0%
Pin1 inh,11%,0%,6%,-1%
IDH1 R132H inh,·,1%,6%,5%
TrxR1 substrate,-4%,43%[activator],7%,5%[57.1 µM]
HP1b binding inh,23%[57 µM],-5%,37%,8%
TrxR1 inh,19%[0.0914 µM],19%,2%,12%[57.1 µM]
